SR-BI HDL uptake = blocks mouse SR-BI lipid uptake from DiI-HDL; ldlA[mSR-BI] CHO cells, DiI-HDL uptake fluorescence, 3 h; inhibition, % at 12.5 µM; 320,000 compounds, 0.96% hits; Q61009;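 active = mean replicate inhibition of at least 70% and a set share of replicates each scoring 70 or more; inconclusive = meets just one of the two criteria; inactive = fails both criteria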;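 note: 0% = median of neutral control wells and 100% = median of positive control wells; values of inactives mirror those of a sister screen read the other way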
PvdQ acylase = blocks Pseudomonas aeruginosa PvdQ acylase activity | purified PvdQ acylase, fluorescence plate reader | inhibition, % at 10 µM | 340,000 compounds, 0.063% hits; in the data active = inhibition above about 30%, passing the limit was not always enough; inconclusive = no clear call, values can overlap the other calls;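 note: 0% = vehicle neutral wells and 100% = reference inhibitor wells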
NSD2 inh = NSD2 (human) methyltransferase inhibition; NSD2 peptide methylation, AlphaScreen, 120 min; inhibition, % at 12.5 µM; 310,000 compounds, 0.54% hits; AID 743445; in the data active = inhibition above about 50%
dFosB act = activators of mouse delta FosB homodimer | P13346 | purified delta FosB, TAMRA-CDK5 oligo fluorescence polarization; percent of positive-control signal above neutral wells | activation, % at 25 µM | 340,000 compounds, 0.99% hits | AID 493131;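 active = mean activation above about 17%, with every replicate also reaching it, limit read from the data, passing the limit was not always enough; inconclusive = only one of the two conditions met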;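 note: fluorescence polarization rise as delta FosB binds a TAMRA Cdk5 AP-1 oligo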
Target sequence (P13346 whole entry, looked up): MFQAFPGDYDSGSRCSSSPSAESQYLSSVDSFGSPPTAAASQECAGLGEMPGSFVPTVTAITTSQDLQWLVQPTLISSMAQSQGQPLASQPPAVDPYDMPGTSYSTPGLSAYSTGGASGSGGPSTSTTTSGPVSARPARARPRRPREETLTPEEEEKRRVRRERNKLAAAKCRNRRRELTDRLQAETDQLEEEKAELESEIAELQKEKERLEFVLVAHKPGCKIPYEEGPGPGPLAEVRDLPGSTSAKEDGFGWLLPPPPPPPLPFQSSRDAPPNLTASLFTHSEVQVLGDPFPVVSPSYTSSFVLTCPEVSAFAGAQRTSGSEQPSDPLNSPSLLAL
CDK5 p35 inh = CDK5/p35 (human) kinase inhibition; Q00535+Q15078; Recombinant CDK5/p35, ADP-Glo luminescence, 60 min; inhibition, % at 10 µM; 330,000 compounds, 0.01% hits; AID 488839;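 active = highest replicate inhibition of at least 50% and at least 75% of replicates reaching 50%; inconclusive = only one of the two criteria met; inactive = both criteria failed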;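 note: plate controls were DMSO neutral control for no effect and GW8510 at 10 µM for full effect; many of its hits are not listed in these tables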
HTR5A inv ag = HTR5A inverse agonism, opioid heterodimer counter-screen. P47898. HTR5A cell line, luminescence. inhibition, % at 9.3 µM. 340,000 compounds, 0.083% hits. AID 504634; in the data active = inhibition mostly above about 23%, no sharp cut-off; inactive = mostly below about 18%;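 note: 0% = cells with DMSO and 100% = no-cell wells with DMSO; some compounds called inactive have numbers as strong as hits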
Target sequence (P47898 whole entry, looked up): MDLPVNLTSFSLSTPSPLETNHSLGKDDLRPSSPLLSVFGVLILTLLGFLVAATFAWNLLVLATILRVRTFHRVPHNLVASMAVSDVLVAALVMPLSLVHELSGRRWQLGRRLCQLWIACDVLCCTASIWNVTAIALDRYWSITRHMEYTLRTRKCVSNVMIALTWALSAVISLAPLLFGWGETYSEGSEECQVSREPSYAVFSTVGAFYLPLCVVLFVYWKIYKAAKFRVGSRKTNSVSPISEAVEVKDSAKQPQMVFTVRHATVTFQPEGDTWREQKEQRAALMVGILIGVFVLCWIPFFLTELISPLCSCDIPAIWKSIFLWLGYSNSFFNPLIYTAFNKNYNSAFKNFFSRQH
MITF TRPM1 HTS = MITF TRPM1 promoter activation in melanoma cells. SK-MEL-5 TRPM1-promoter luciferase, 24 h; % of positive control, neutral wells = 0. activation, % at 12.5 µM. 300,000 compounds, 0.75% hits. AID 588334;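 active = mean activation of at least 80% with every replicate also reaching 80%; inconclusive = mean reaches 80% but some replicate falls short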;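 note: 0% = neutral control wells and 100% = parthenolide positive control wells; values of inactives mirror those of a sister screen read the other way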
Wnt act = Wnt/beta-catenin pathway activation; Wnt/beta-catenin reporter cell assay, activator, plate reader; activation, % at 9.35 µM; 300,000 compounds, 1.2% hits; AID 743398; in the data active = activation above about 30%, passing the limit was not always enough; inconclusive = no clear call, values can overlap the other calls;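 note: 0% = neutral control wells and 100% = positive control wells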
V-ATPase pH = regulators of yeast V-ATPase proton transport. S. cerevisiae, pHLuorin cytosolic pH fluorescence. response, % at 10 µM. 350,000 compounds, 0.37% hits. AID 504577; in the data active = response mostly above about 7.3%, no sharp cut-off; inactive = mostly below about 5.4%; note: actives read high; inactives centre near 0; some compounds called inactive have numbers as strong as hits; reference of the scale not given here
HTR5A ag = HTR5A agonism, opioid heterodimer counter-screen. AID 504692. 340,000 compounds, 0.61% hits. P47898. HTR5A agonist assay, luminescence, cell-based. activation, % at 9.3 µM; in the data active = activation mostly above about 9.5%, no sharp cut-off; inactive = mostly below about 7.6%;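 note: 0% = cells with vehicle only and 100% = reference agonist; strong numbers were not always called active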
* hit, by the source's call; u = inconclusive; x = not tested or not shown.

SMILES | SR-BI HDL uptake | PvdQ acylase | NSD2 inh | dFosB act | CDK5 p35 inh | HTR5A inv ag | MITF TRPM1 HTS | Wnt act | V-ATPase pH | HTR5A ag
COc1ccc(C)cc1S(=O)(=O)N1CCN(S(=O)(=O)c2cc(C)ccc2OC)C(C)C1 (stereo not drawn) | -4 | 9 | -9 | -13 | 0.7 | -9 | -2 | x | -3 | -2
Cc1ccc(C(=O)NCCc2nnc3ccc(SCC(=O)Nc4ccccc4C)nn23)cc1 | -14 | -10 | -3 | -5 | -0.8 | -13 | -6 | 5 | -2 | 6
C=CCn1c(SCc2nc3ccccc3[nH]2)nnc1-c1cccc(OC)c1 | 2 | -12 | -4 | -16 | -0.1 | 12 | -8 | x | -2 | 0
Cc1ccc(S(=O)(=O)CCC(=O)c2cccc([N+](=O)[O-])c2)cc1 | -27 | 2 | -1 | -5 | 4.6 | -8 | -16 | -2 | 28* | 2
COc1ccc(CCNC(=O)CCC(=O)N2CC(C)Oc3ccccc32)cc1OC (stereo not drawn) | -7 | 10 | x | -6 | -0.1 | -24 | x | -1 | 0 | -1
O=C(O)c1ccc(CSc2ncnc3c2cnn3Cc2ccccc2)cc1 | -14 | -11 | 2 | -1 | 1.0 | -7 | -2 | 1 | 4 | 3
O=C(OCC(=O)c1ccc(Cl)cc1Cl)c1cnccn1 | x | -4 | -3 | 5 | -0.4 | 11 | 1 | -3 | -2 | -4
COc1cc(C(=O)N/N=C/c2coc3ccc(Cl)cc3c2=O)ccc1O | -8 | 1 | -2 | 2 | 0.7 | 5 | 5 | -2 | -2 | -1
CCc1nnc(NC(=O)CN2C(=O)CCC2=O)s1 | 5 | 6 | 1 | 6 | -1.6 | 4 | -10 | 2 | -1 | -1
C=CCOc1ccccc1CN1CCC(n2nccc2NC(=O)c2ccccc2)CC1 | 2 | -2 | -5 | -5 | x | -29 | 1 | 0 | 1 | -2
COc1ccc(N2C(=O)CSC2c2ccc([N+](=O)[O-])cc2)cc1 (stereo not drawn) | -5 | -15 | 0 | -10 | 2.0 | -6 | 2 | 1 | 4 | 2
COc1ccccc1N(C(=O)Cn1nnc2ccccc21)C(C(=O)NCc1ccco1)c1ccc(C)o1 (stereo not drawn) | 6 | -10 | 4 | -4 | -0.3 | 7 | -10 | -2 | -1 | -1
CCc1nnc(NS(=O)(=O)c2ccc(NC(=O)c3cccc(OC)c3)cc2)s1 | -16 | 0 | 4 | 9 | -0.5 | -11 | -6 | -1 | 5 | 2
COc1ccc(C(=O)N/C(=C/c2cccs2)C(=O)NN)cc1OC | 75* | -15 | 0 | -3 | -0.7 | -44 | x | 2 | 2 | -4
COCCNC(=O)C(=O)N/N=C(\C)CC(=O)Nc1cccc(C(F)(F)F)c1 | 16 | 0 | -2 | -2 | -0.4 | 7 | -11 | 1 | -4 | 7
O=[N+]([O-])c1cccc(S(=O)(=O)N2CCCCCC2)c1 | 7 | -7 | 1 | -2 | -1.1 | -24 | 6 | x | 1 | 2
CCc1nnc(SCCSc2nnc(CC)n2N)n1N | 4 | 8 | -1 | 1 | 0.3 | 0 | 1 | x | 3 | 2
COc1cc(OC)cc(-c2cc3nc(C)c(CCC(=O)NCc4ccccc4)c(C)n3n2)c1 | 55 | -4 | -9 | -21 | 0.9 | 17 | -28 | -10 | 2 | 0
CN(C)c1ccc(C2NC(=O)c3ccccc3N2)cc1 (stereo not drawn) | -19 | -8 | -1 | 2 | -0.1 | 13 | 77 | 31* | 1 | 0
CC(=O)N1CCCc2cc(S(=O)(=O)Nc3ccccc3C)ccc21 | -7 | -5 | -8 | 2 | -0.6 | -27 | -4 | -2 | -2 | 5
Cc1ccc(-c2csc(N(CCCN(C)C)C(=O)c3ccco3)n2)cc1 | -12 | -12 | 25 | 8 | 1.2 | 8 | 13 | 0 | 1 | -3
COC(=O)c1[nH]c2ccc(Cl)cc2c1NC(=O)C1CC1 | -9 | 8 | 1 | 1 | 0.7 | 6 | 13 | 1 | -4 | -5
CC1=C(CC(=O)O)c2cc(F)ccc2/C1=C\c1ccc(S(C)=O)cc1 (stereo not drawn) | -13 | 10 | x | -6 | -0.4 | -4 | 3 | 1 | 5 | 1
COc1ccc(-n2cnnc2SCC(=O)N(C)C2CCS(=O)(=O)C2)cc1 (stereo not drawn) | 1 | -1 | 0 | -1 | -1.3 | -1 | -2 | 1 | 1 | 0
CCN(CC(=O)Nc1cccc(OC)c1)C(=O)c1cccc(S(=O)(=O)N2CCc3ccccc32)c1 | 53 | -14 | 7 | -21 | 1.9 | 3 | -16 | 0 | -2 | -2
COc1cccc2sc(=NC(=O)CCS(=O)(=O)c3ccc(C)cc3)n(C)c12 | 1 | 14 | -2 | -2 | 1.0 | 11 | 10 | -3 | 2 | -1
CN(c1ccccc1C(=O)NCC1CCCO1)S(C)(=O)=O (stereo not drawn) | -23 | -4 | -9 | -5 | -2.2 | -15 | x | 29 | 3 | 6
O=C(Nc1ccc(OC(F)(F)F)cc1)c1cccc(-n2cnnn2)c1 | 21 | -8 | 0 | 2 | -2.8 | 0 | 9 | -17 | -4 | -4
CCOC(=O)c1c(CSC(=N)N)n(C)c2cc(Br)c(OC(C)=O)cc12 | 50 | -60 | 4 | 13 | -0.1 | 16 | x | -1 | 5 | 4
CN(Cc1nc2ccccc2c(=O)[nH]1)C(=O)c1cc(-c2ccc(Br)cc2)nc2ccccc12 | 34 | -3 | -1 | 2 | 0.2 | -6 | -12 | -5 | -1 | 2
CCOc1ccc(C(F)(F)F)cc1NC(=O)c1ccc(OC)c([N+](=O)[O-])c1 | 80* | -15 | -2 | -5 | 0.9 | 6 | -10 | 0 | 1 | 0
COc1ccc(/C(C)=N\Nc2nc(-c3ccc(Cl)cc3)cc(C(F)(F)F)n2)cc1OC | 61 | -22 | -1 | -14 | 2.1 | -11 | 6 | -1 | 9 | 10
CCOc1ccc(S(=O)(=O)NCc2ccccc2OC)cc1 | -10 | 2 | -1 | -6 | -1.1 | -16 | 0 | -3 | 0 | 6
CCOc1ccc(CN2CCNC(=O)C2CC(=O)NCCCn2ccnc2)cc1 (stereo not drawn) | -5 | -13 | 1 | -2 | -4.6 | 1 | 10 | -1 | 3 | 1
COC(=O)c1cn(NC(=O)CC2CCCCC2)c(=O)c2ccccc12 | -23 | -1 | 0 | -6 | 1.0 | -4 | -1 | x | 2 | 2
COc1ccc(N2CCN(C(=O)CCC(=O)N3CC(C)Oc4ccc(C)cc43)CC2)cc1 (stereo not drawn) | 35 | 5 | x | -7 | 1.3 | -3 | x | -2 | -1 | 0
Brc1ccc2ncc3ccccc3c2c1 | 0 | 10 | 2 | -29 | 1.1 | -1 | 5 | -4 | -8 | 0
COc1ccc(Cl)cc1N(C(C)C(=O)O)S(C)(=O)=O (stereo not drawn) | -8 | -5 | -2 | -2 | 0.0 | 6 | 9 | -1 | 0 | -2
O=C(CSc1nc(Nc2ccccc2)nc(N2CCOCC2)n1)Nc1ccc([N+](=O)[O-])cc1 | 55 | 1 | 0 | 11 | -0.4 | 15 | 24 | -12 | -2 | 1
COc1ccc(CCNC(=O)CCn2c(SCC#N)nc3ccccc3c2=O)cc1OC | 22 | 15 | 10 | 22* | 0.0 | 27 | x | x | x | -2
CCOc1cc2[nH]c(=O)n(CCc3ccc(OC)c(OC)c3)c(=O)c2cc1OCC | 15 | -1 | 9 | 25* | -0.7 | -3 | x | -6 | -3 | 1
NC(=O)C12C(=O)NC(=O)C1(C(=O)O)C21CCCC1 (stereo not drawn) | -12 | -3 | 0 | -6 | -6.0 | -7 | 8 | 2 | -1 | 2
ClCC1CN(Cc2ccccc2Cl)CCO1 (stereo not drawn) | -8 | 0 | -5 | -12 | -0.5 | -7 | -14 | 0 | 0 | -1
COc1ccc(Nc2ncnc3scc(-c4ccc(OC)cc4)c23)cc1 | u | 2 | 1 | -8 | -0.2 | 12 | -22 | -5 | 2 | -5
COC(=O)c1ccc(C(=O)OC)c(NC(=O)CN(c2ccccc2)S(=O)(=O)N(C)C)c1 | 34 | -2 | -1 | -8 | 0.0 | -8 | -5 | -13 | 5 | 3

Part of the list above, with two lines to a compound:
Values run as follows: SR-BI HDL uptake | PvdQ acylase | NSD2 inh | dFosB act | CDK5 p35 inh | HTR5A inv ag | MITF TRPM1 HTS | Wnt act | V-ATPase pH | HTR5A ag
> CC(=O)N1CCCc2cc(S(=O)(=O)Nc3ccccc3C)ccc21
→ -7 | -5 | -8 | 2 | -0.6 | -27 | -4 | -2 | -2 | 5
> Cc1ccc(-c2csc(N(CCCN(C)C)C(=O)c3ccco3)n2)cc1
→ -12 | -12 | 25 | 8 | 1.2 | 8 | 13 | 0 | 1 | -3
> COC(=O)c1[nH]c2ccc(Cl)cc2c1NC(=O)C1CC1
→ -9 | 8 | 1 | 1 | 0.7 | 6 | 13 | 1 | -4 | -5
> CC1=C(CC(=O)O)c2cc(F)ccc2/C1=C\c1ccc(S(C)=O)cc1 (stereo not drawn)
→ -13 | 10 | x | -6 | -0.4 | -4 | 3 | 1 | 5 | 1

Entries above that bear a hit mark in Wnt act.
SMILES,SR-BI HDL uptake,PvdQ acylase,NSD2 inh,dFosB act,CDK5 p35 inh,MITF TRPM1 HTS,Wnt act,V-ATPase pH
CN(C)c1ccc(C2NC(=O)c3ccccc3N2)cc1 (stereo not drawn),-19,-8,-1,2,-0.1,77,31*,1

Following part.
SMILES | SR-BI HDL uptake | PvdQ acylase | NSD2 inh | dFosB act | CDK5 p35 inh | HTR5A inv ag | MITF TRPM1 HTS | Wnt act | V-ATPase pH | HTR5A ag
O=C(c1cccc(Cl)c1)c1nn(-c2ccccc2)c(=O)cc1C(F)(F)F | 22 | -18 | 0 | -9 | -4.2 | 8 | -19 | x | 5 | 9
O=C(NCCSc1ccccc1)c1cccnc1 | -1 | 9 | -2 | 4 | 4.7 | -14 | 56 | x | -1 | 5
COc1cc(OC)cc(C(=O)NNC(=S)NC2CC2)c1 | -10 | -12 | -1 | 3 | 0.6 | 12 | -13 | 0 | -4 | -6
Cc1ccc(C(C)C)c(OCCN)c1 | 8 | 3 | -1 | 0 | 1.8 | 4 | -10 | -1 | -5 | 3
O=C(Cn1cc(/C=N/NC(=O)c2cccc(C(F)(F)F)c2)c2ccccc21)Nc1ccc(F)cc1 | 14 | -11 | 6 | -3 | -1.1 | 15 | -9 | -1 | 3 | -3
N#CC(NC(=O)OCc1ccccc1)c1ccccc1 (stereo not drawn) | 8 | -2 | x | 0 | 1.5 | -6 | 7 | 0 | -2 | 3

High-throughput results (PubChem)
